Screening results as filed in PubChem.
3CLpro inhibitor: SARS-CoV 3CLpro protease inhibitors, primary screen, biochemical, quenched FRET; actives 0.14% (n = 290,000); recombinant SARS-CoV 3CLpro, quenched FRET peptide cleavage; inhibition, % at 6 µM; in the data active = inhibition above about 12%
VHR inh abs: VHR1 phosphatase inhibitors, primary screen, biochemical, absorbance, uHTS; recombinant VHR phosphatase, pNPP absorbance; inhibition, % at 13.3 µM; actives 0.52% (n = 290,000); in the data active = inhibition above about 50%; also: some compounds called inactive have numbers as strong as hits
Target sequence (P51452 whole entry, looked up): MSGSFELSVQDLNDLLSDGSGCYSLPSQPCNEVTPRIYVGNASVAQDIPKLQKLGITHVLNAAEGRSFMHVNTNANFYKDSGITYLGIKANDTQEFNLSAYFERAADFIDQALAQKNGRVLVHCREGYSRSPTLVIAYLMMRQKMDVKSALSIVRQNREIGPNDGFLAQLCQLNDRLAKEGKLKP
Mtb BioA inh: M. tuberculosis BioA enzyme inhibitors, primary screen, biochemical, plate reader, single point, HTS; 7,8-diaminopelargonic acid synthase BioA (Mycobacterium tuberculosis); purified M. tuberculosis BioA enzyme; inhibition, % at 9.99 µM; actives 0.096% (n = 360,000); AID 602481, 2012; in the data active = inhibition above about 40%
MazF activator: activators of E. coli MazEF toxin-antitoxin RNase, primary screen, biochemical, fluorescence, uHTS | AID 504720, 2011 | FAM/BHQ RNA-DNA oligo cleavage fluorescence, 5 h | actives 0.32% (n = 350,000) | activation, % at 20 µM | Endoribonuclease toxin MazF (Escherichia coli (strain K12)), P0AE70; in the data active = activation above about 50%
Target sequence (P0AE70 whole entry, looked up): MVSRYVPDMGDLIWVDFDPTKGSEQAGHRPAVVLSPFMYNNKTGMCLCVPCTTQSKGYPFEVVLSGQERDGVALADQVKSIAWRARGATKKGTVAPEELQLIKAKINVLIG
Vc quorum ag: inducers of Vibrio cholerae quorum light production without autoinducers, primary screen, BH1578 luxS cqsA deficient, single point; V. cholerae BH1578 lux reporter, luminescence, 6 h; AID 588436, 2011; actives 0.16% (n = 350,000); activation, % at 18.7 µM; in the data active = activation mostly above about 9.7%, no sharp cut-off; also: not every result past the cut was called active; inactives centre near 0; reference of the scale not given here
Rv3671c protease: Rv3671c serine protease inhibitors, primary screen, biochemical, fluorescence polarization, M. tuberculosis H37Rv; P9WHR9; inhibition, % at 5.96 µM; actives 0.048% (n = 320,000); in the data active = inhibition above about 38%;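 also: extracellular domain of Rv3671c used as enzyme; 0% = enzyme with DMSO and 100% = no enzyme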
Target sequence (P9WHR9 whole entry, looked up, the tested form may be a part): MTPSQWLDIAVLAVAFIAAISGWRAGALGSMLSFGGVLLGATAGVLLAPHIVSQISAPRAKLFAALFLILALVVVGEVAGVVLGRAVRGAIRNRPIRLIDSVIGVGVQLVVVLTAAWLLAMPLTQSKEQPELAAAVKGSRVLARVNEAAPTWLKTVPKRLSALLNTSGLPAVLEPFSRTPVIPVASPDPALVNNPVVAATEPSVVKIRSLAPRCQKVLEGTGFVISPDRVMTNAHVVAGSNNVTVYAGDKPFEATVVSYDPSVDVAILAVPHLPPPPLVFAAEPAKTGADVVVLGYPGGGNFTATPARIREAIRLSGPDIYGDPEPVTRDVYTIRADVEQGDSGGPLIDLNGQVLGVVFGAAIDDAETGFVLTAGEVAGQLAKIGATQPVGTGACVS
UGM FP inh: M. tuberculosis UGM enzyme inhibitors, primary screen, biochemical, fluorescence polarization, single point; UDP-galactopyranose mutase (Mycobacterium tuberculosis (strain ATCC 25618 / H37Rv)), …; AID 504406, 2011; purified UGM, fluorescence polarization probe displacement; actives 0.06% (n = 320,000); inhibition, % at 10 µM; in the data active = inhibition above about 10%, passing the limit was not always enough
FBA Mtb inh: Mtb FBA enzyme inhibitors, primary screen, biochemical, fluorescence, strain H37Rv. Fructose-bisphosphate aldolase (Mycobacterium tuberculosis (strain ATCC 25618 / H37Rv)), …. purified M. tuberculosis FBA, fluorescence read-out. inhibition, % at 1 µM. actives 2.3% (n = 360,000). AID 588726, 2011; in the data active = inhibition above about 27%;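 also: 0% = vehicle and 100% = reference inhibitor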
Target sequence (P9WQA3 whole entry, looked up): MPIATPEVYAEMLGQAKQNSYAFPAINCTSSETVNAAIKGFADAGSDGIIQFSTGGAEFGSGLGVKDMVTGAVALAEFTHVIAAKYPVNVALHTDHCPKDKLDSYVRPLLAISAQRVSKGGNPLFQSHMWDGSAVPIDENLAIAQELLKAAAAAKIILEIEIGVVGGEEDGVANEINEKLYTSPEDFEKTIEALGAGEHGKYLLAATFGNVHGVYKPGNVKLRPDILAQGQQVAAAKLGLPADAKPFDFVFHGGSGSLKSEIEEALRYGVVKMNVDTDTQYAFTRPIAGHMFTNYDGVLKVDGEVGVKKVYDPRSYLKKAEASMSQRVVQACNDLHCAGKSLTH
PriA SSB inh: inhibitors of Klebsiella pneumoniae PriA binding to SSB C-terminal tail, primary screen, biochemical, AlphaScreen | PriA–SSB C-terminal tail interaction (Klebsiella pneumoniae) | AlphaScreen SSBct-PriA binding, biotinylated peptide | inhibition, % at 33 µM | actives 0.6% (n = 430,000) | AID 1272365, 2023; in the data active = inhibition mostly above about 37%, no sharp cut-off; inactive = mostly below about 20%;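 also: plate controls were negative control peptide for no effect and reference peptide for full effect; strong numbers were not always called active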
GDH-TPI inh: GDH-TPI coupling enzyme inhibitors, primary screen, artefact control for M. tuberculosis FBA inhibitor project, biochemical, absorbance, full deck | actives 1.2% (n = 360,000) | GDH-TPI coupled enzyme counterscreen, NADH absorbance | inhibition, % at 4.8 µM; in the data active = inhibition above about 30%;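 also: 0% = DMSO wells and 100% = wells lacking the enzyme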
* hit, by the source's call; i = inactive; . = not tested or not shown; & = joins results of further samples. These rows are one share of the data; the hit share may differ from the screen's.

| mol | 3CLpro inhibitor | VHR inh abs | Mtb BioA inh | MazF activator | Vc quorum ag | Rv3671c protease | UGM FP inh | FBA Mtb inh | PriA SSB inh | GDH-TPI inh |
| --- | --- | --- | --- | --- | --- | --- | --- | --- | --- | --- |
| COc1ccc(N2CCN(c3nc4ccccc4n3CC(=O)c3ccccc3)CC2)cc1 | -3 | 0 | 0.0 | -7 | -0.5 | 7 | -2.7 | 0 | 22 | -12 |
| CCC1Oc2ccc(C)cc2N(CC(=O)NCCN2CCCCCC2)C1=O (configuration not stated) | -4 | 33 | -0.7 | 4 | -0.4 | -5 | 0.0 | 0 | 6 | -1 |
| COC(=O)/C=c1/s/c(=C(/C#N)C(=O)N2CCCCC2)n(-c2ccccc2)c1=O | -4 | 3 | -1.4 | -7 | -0.7 | -2 | 2.0 | -1 | . | 18 |
| Cc1ccc(OCC(=O)NNC(=S)NC(=O)c2cccs2)c(C)c1 | 2 | 11 | -4.7 | 4 | -0.4 | . | 0.8 | 4 | -3 | 13 |
| CCC(=O)N1CCN(c2ccc(NC(=O)c3cccs3)cc2)CC1 | 0 | 9 | 0.5 | 11 | i | 0 | -0.2 | -2 | -12 | 17 |
| CCN1C(=O)Cc2cc(S(=O)(=O)N3CCOCC3)ccc21 | -1 | -18 | -2.8 | 2 | -3.7 | -4 | -0.6 | 0 | 1 | -2 |
| N#CCCN(C(=O)COc1ccc(F)cc1Br)c1ccccc1F | -4 | 9 | 0.4 | 10 | -2.1 | 5 | -3.7 | 28* | 2 | -6 |
| Cc1nnc(N/N=C/c2c(Cl)cccc2Cl)n1N | 8 | 2 | . | -19 | -0.1 | -13 | 4.3 | 1 | . | 5 |
| Cc1ccc(S(=O)(=O)Cn2nnnc2C(C(C)C)N2CCC(O)CC2)cc1 (configuration not stated) | -1 | 30 | 0.7 | 9 | i | 1 | -0.3 | 2 | -11 | 4 |
| CCOc1ccc(OCCSc2nc3ccccc3c(=O)[nH]2)cc1 | -1 | 18 | 2.1 | 0 | -0.5 | 1 | -3.0 | -1 | -9 | 21 |
| O=C(Nc1cccnc1)c1ccc(Cl)c(S(=O)(=O)N2CCc3ccccc32)c1 | 4 | 1 | . | 3 | -0.9 | -29 | 1.1 | -1 | -7 | -1 |
| Cc1noc(C)c1COc1ccc(C(=O)OCC(=O)Nc2ccc3ccccc3c2)cc1 | 4 | 20 | -1.8 | -3 | -0.3 | -82 | -4.7 | -2 | -3 | 7 |
| CC(C)COc1ccc(/C=C2/Sc3ccccc3C2=O)cc1 | -5 | 37 | -0.1 | -11 | -1.3 | -1 | 1.1 | 1 | -8 | 12 |
| CN(C)CCNC(=O)NC(=O)c1ccc(Cl)cc1 | -1 | -5 | -1.8 | 0 | i | -10 | -0.8 | -1 | 11 | -6 |
| CCN(c1cccc(C)c1)S(=O)(=O)c1c(C)[nH]c(=O)[nH]c1=O | 3 | 4 | -0.6 | 6 | -3.8 | -4 | -0.9 | 0 | 3 | 6 |
| CC12CCC(=O)N1C(C(=O)Nc1nc3c(F)cc(F)cc3s1)CS2 (configuration not stated) | 2 | 7 | -0.9 | 0 | i | -5 | 2.8 | 1 | -6 | 6 |
| O=c1c2cc(Cl)ccc2nc(-c2ccc([N+](=O)[O-])cc2)n1O | 4 | 19 | . | -22 | i | 4 | 2.2 | 0 | -10 | 7 |
| C/C(=N\N(C)C)c1ccc(OCCOc2ccc([N+](=O)[O-])cc2)cc1 | -2 | 2 | 0.6 | 4 | -0.3 | 5 | 3.1 | 0 | . | 8 |
| CC1(Cc2ccc3c(c2)OCO3)NC(=O)NC1=O (configuration not stated) | -5 | 10 | -4.0 | 5 | -0.3 | 3 | -2.6 | 0 | -18 | -1 |
| O=C(COC(=O)C1CC2CCCC(C1)C2=O)NNC(=O)c1ccccc1Br (configuration not stated) | . | . | -0.3 | 7 | i | 0 | -2.3 | -1 | -5 | 6 |
| O=C(CCC(=O)NC1CC1)Nc1nnc(C2CCCCC2)s1 | -5 | 2 | -1.3 | 1 | -0.2 | 2 | 2.4 | 2 | -24 | -6 |
| Clc1ccc(Oc2ncnc3oc(-c4ccccc4)cc23)cc1 | 2 | 18 | -0.7 | -9 | -0.6 | 3 | -3.5 | 7 | 1 | 7 |
| COc1ccc(NC(=O)CSc2nc(=O)n(CCN(C)C)c3c2CCCC3)cc1 | . | . | . | 4 | -0.7 | -5 | -0.4 | 1 | -4 | 3 |
| CCCCCCCC(=O)OC(CN1CCCCC1)CN1CCCC1=O (configuration not stated) | 1 | 18 | . | 10 | i | 3 | 2.5 | 1 | -15 | 9 |
| CC(=O)c1cccc(NC(=O)N(c2ccccc2)c2ccccc2)c1 | -1 | 4 | 2.4 | 3 | i | -11 | 0.0 | -1 | -1&-2 | 0 |
| Cc1ccc(-c2nn3c(C)nnc3c3ccccc23)cc1S(=O)(=O)NCCN1CCOCC1 | 2 | 52* | -0.2 | -3 | 1.0 | 11 | -4.5 | 2 | -2 | 3 |
| Cc1ccc(S(=O)(=O)N2CCN(c3ccc([N+](=O)[O-])c(NCCN4CCOCC4)c3)CC2)cc1 | 2 | -8 | 0.2 | 21 | -0.2 | -2 | 1.2 | -10 | 5 | 2 |
| COc1cccc(Nc2ncnc3c2cnn3-c2cccc(C)c2)c1 | -9 | 18 | 0.3 | 18 | i | -15 | 2.8 | 1 | -13 | 11 |
| CC(C)NC(=O)N(C)C[C@H]1Oc2c(NS(=O)(=O)c3ccccc3)cccc2C(=O)N([C@H](C)CO)C[C@@H]1C | . | . | 1.5&-1.4 | 6 | -0.5 | 2 | -0.3 | -1 | -10 | 4 |
| Cc1cccc(N(CC(=O)NCc2ccc(F)cc2)C(=O)c2ccco2)c1 | 8 | 31 | -0.1 | -5 | 0.6 | -4 | -2.1 | -1 | -2 | -2 |
| Cc1ccc(NC(=S)NCc2ccc(F)cc2)cc1 | . | . | 2.8 | -3 | i | 6 | -0.5 | -2 | -10 | 7 |
| Cn1c(CNc2ccc(Cl)cc2)nc2ccccc21 | -9 | -1 | 2.2 | -7 | -0.4 | 10 | 0.3 | 2 | 1 | -5 |
| C/C(=N\NC(=O)CCn1nnc2ccccc21)c1cccs1 | 0 | 27 | 0.5 | 6 | 1.9 | 6 | 1.5 | 4 | . | 27 |
| COc1ccc(NC(=O)c2c[nH]c(=O)n(-c3ccc(C)c(C)c3)c2=O)cc1OC | -2 | 7 | -0.5 | 2 | -0.3 | 5 | -0.8 | 4 | -22 | 22 |
| Cc1ccccc1OCC(=O)NCC(C)(C)N1CCOCC1 | . | . | 0.2 | 0 | i | 3 | 2.0 | -4 | -5 | 10 |
| COc1ccc(S(=O)(=O)N2Cc3ccccc3CC2C(=O)Nc2ccc(O)cc2)cc1OC (configuration not stated) | 2 | -2 | 0.9 | 3 | -0.3 | -1 | 0.2 | -1 | -2 | 0 |
| O=C(Nc1ccccc1N1CCOCC1)c1ccccc1NS(=O)(=O)c1ccc(F)c(F)c1 | 5 | 33 | 0.2 | 1 | i | 5 | 2.2 | 0 | -7 | 22 |
| CNC(=O)c1cccn(Cc2cc(C(F)(F)F)cc(C(F)(F)F)c2)c1=O | 4 | 7 | . | 11 | -0.1 | 11 | -0.1 | 16 | -9 | 15 |
| COc1ccc(-n2cnc3c(N)nc(N)nc32)cc1 | . | . | -0.5 | 6 | i | . | . | 0 | -11 | 2 |
| O=C1/C(=C/c2cccnc2)CCc2c1[nH]c1ccccc21 | 3 | 39 | . | 9 | i | -47 | 0.1 | 1 | -7 | 18 |
| COc1cc(C=C2C(=O)NC(=O)NC2=O)ccc1OS(=O)(=O)c1ccccc1[N+](=O)[O-] | 0 | 22 | 6.6 | 2 | -0.4 | 3 | 0.2 | 1 | 3 | 5 |
| O=C(Nc1cccc(S(=O)(=O)N2CCOCC2)c1)c1cc2ccccc2o1 | -4 | 9 | 4.0 | -14 | -0.3 | -8 | -0.1 | -2 | -7 | 7 |
| CC(C)c1ccc(-n2cnn(-c3ncccc3[N+](=O)[O-])c2=O)cc1 | 4 | -12 | . | 12 | -0.4 | 1 | 2.2 | 1 | 7 | -2 |
| O=C(O)c1cccc(S(=O)(=O)Nc2ccc(OCc3ccccc3)cc2)c1 | 11 | 2 | -0.1 | 8 | -3.6 | 0 | 4.7 | -1 | -5 | 6 |
| Cn1c(=O)n(C)c2cc(NC(=O)c3cc4ccccc4o3)ccc21 | -10 | -8 | 4.9 | 3 | i | 4 | -7.2 | -2 | -8 | 21 |
| CCOC(=O)C1CCCN(Cc2nc(N)nc(Nc3ccc(Cl)cc3)n2)C1 (configuration not stated) | 1 | 15 | 0.9 | 1 | -1.7 | -9 | -2.4 | 3 | -23 | 5 |
| COc1cccc(C(=O)/C=C/Nc2ccc(S(=O)(=O)Nc3cccc(C(C)=O)c3)cc2)c1 | -3 | 17 | -0.5 | -5 | 0.8 | -49 | 1.4 | 1 | -1 | 10 |
| C=C(C)c1cccc(C(C)(C)NC(=O)N2CCN(c3ccccc3)CC2)c1 | 1 | 20 | . | -3 | 2.0 | 10 | -1.9 | 0 | -8 | -4 |
| COc1ccc(OCCCN(C)Cc2ccccc2)cc1 | -2 | 14 | -4.8 | -2 | -0.3 | -1 | 2.0 | 5 | 4 | 17 |
| Cc1nn2c(N)c(-c3ccccc3)cnc2c1-c1ccc(Cl)cc1 | -7 | 10 | 6.4 | 2 | -0.3 | -8 | -0.3 | 17 | -23 | 11 |

(further entries)
| mol | 3CLpro inhibitor | VHR inh abs | Mtb BioA inh | MazF activator | Vc quorum ag | Rv3671c protease | UGM FP inh | FBA Mtb inh | PriA SSB inh | GDH-TPI inh |
| --- | --- | --- | --- | --- | --- | --- | --- | --- | --- | --- |
| COc1cccc(NC(=O)COC(=O)C2CC(=O)N(c3ccc(C)cc3)C2)c1 (configuration not stated) | . | . | 7.5 | 10 | -0.3 | -7 | . | -4 | -5 | -7 |
| COc1c(OC)c2[nH]c(=O)cc3c4ccccc4n(c1=O)c23 | . | . | -1.4 | -9 | -0.4 | 3 | 2.3 | 26 | -5 | 4 |
| c1ccc(C2[C@H]3CN(CC4CCCCC4)[C@H](c4ccccc4)C34CC2(c2ccccc2)C4)cc1 (some centres not stated) | . | 22 | 0.0 | -24 | 0.8 | -7 | -0.3 | -2 | 3 | 4 |
| C=CCn1c(SCC(N)=O)nc2scc(-c3ccc(C)o3)c2c1=O | 1 | 17 | 0.5 | 5 | -2.3 | -3 | -1.0 | 2 | 2&-14 | 11 |
| C/C(=N/NC(=O)CSc1nc2ccccc2n1C)c1ccncc1 | 6 | 35 | . | -12 | i | 3 | -0.3 | -1 | . | 0 |

A draw from above in order of length of the SMILES, rising.
| mol | 3CLpro inhibitor | VHR inh abs | Mtb BioA inh | MazF activator | Vc quorum ag | Rv3671c protease | UGM FP inh | FBA Mtb inh | PriA SSB inh | GDH-TPI inh |
| --- | --- | --- | --- | --- | --- | --- | --- | --- | --- | --- |
| C/C(=N/NC(=O)CSc1nc2ccccc2n1C)c1ccncc1 | 6 | 35 | . | -12 | i | 3 | -0.3 | -1 | . | 0 |
| Cc1nn2c(N)c(-c3ccccc3)cnc2c1-c1ccc(Cl)cc1 | -7 | 10 | 6.4 | 2 | -0.3 | -8 | -0.3 | 17 | -23 | 11 |
| C=CCn1c(SCC(N)=O)nc2scc(-c3ccc(C)o3)c2c1=O | 1 | 17 | 0.5 | 5 | -2.3 | -3 | -1.0 | 2 | 2&-14 | 11 |
| c1ccc(C2[C@H]3CN(CC4CCCCC4)[C@H](c4ccccc4)C34CC2(c2ccccc2)C4)cc1 (some centres not stated) | . | 22 | 0.0 | -24 | 0.8 | -7 | -0.3 | -2 | 3 | 4 |
